GSK3A inh – human GSK-3 alpha kinase inhibition. inhibition, % at 10 µM. P49840. 0.1% of 320,000 active. ADP-Glo luminescence, 60 min;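 in the data active = inhibition above about 50%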;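 also: GST-tagged GSK-3 alpha with peptide substrate and 25 µM ATP; 0% = DMSO neutral wells and 100% = GW8510 positive control wells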
Target sequence (P49840 whole entry, looked up): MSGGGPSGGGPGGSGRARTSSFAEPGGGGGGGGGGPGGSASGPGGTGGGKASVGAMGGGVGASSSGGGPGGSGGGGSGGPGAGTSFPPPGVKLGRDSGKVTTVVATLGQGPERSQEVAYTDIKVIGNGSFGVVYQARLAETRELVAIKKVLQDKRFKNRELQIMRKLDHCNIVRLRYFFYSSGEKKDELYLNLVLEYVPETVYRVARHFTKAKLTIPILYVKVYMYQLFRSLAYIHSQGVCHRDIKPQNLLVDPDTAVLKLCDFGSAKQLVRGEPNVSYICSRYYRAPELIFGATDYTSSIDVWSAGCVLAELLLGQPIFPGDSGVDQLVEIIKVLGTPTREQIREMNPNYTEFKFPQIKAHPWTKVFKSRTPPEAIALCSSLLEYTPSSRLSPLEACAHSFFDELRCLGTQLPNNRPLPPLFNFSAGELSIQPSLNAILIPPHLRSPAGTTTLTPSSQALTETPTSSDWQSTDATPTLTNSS
PolyA inh – blocks polyadenylation in yeast reporter cells. S. cerevisiae SKY197-pL101 polyadenylation reporter, beta-gal luminescence; efflux-impaired pdr1/pdr3 knockout yeast; score 100 = 6 SD above DMSO. calls only at 12 µM. 0.02% of 300,000 active. AID 1875;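 active = lowest replicate activity score at least 50, where 100 means six control SD above control mean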;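 also: yeast exposed to compound for 9 h at 30 °C; higher score means more reporter readthrough which indicates perturbed polyadenylation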
KCNQ1 inh – blocks the human KCNQ1 potassium channel; P51787; CHO-K1 KCNQ1, FluxOR thallium flux fluorescence; hits give high values; B-score at 10 µM; 1.3% of 310,000 active;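 active = compounds whose thallium flux B-score, printed positive for inhibition, exceeds three library SD while starting fluorescence stays within three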;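 also: channel opened by potassium depolarization with thallium stimulus after 20 min compound exposure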
hERG rescue – hERG (human) protection from proarrhythmic block; CHO-hERG, FluxOR thallium flux, dofetilide IC70 present; AID 1511; Q12809; activation (rescue from dofetilide block), less the hit threshold, % at 10 µM; 0.51% of 310,000 active;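 active = activation above the mean of controls blocked by dofetilide plus 5 SD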;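 also: thallium influx through hERG after potassium depolarization seen as dye fluorescence rise; in these data hits start at about 4.7%; inactives centre near -7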
DYRK1A inh – Dyrk1A (rat) kinase inhibition. Q63470. ADP-Glo luminescence, NFATc1 peptide. inhibition, % at 12.5 µM. 0.43% of 310,000 active. AID 504441; in the data active = inhibition above about 50%;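 also: plate controls were vehicle with enzyme for no effect and no enzyme for full effect; many of its hits are not listed in these tables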
KCNQ1 pot – human KCNQ1 channel potentiation or activation; CHO-K1 KCNQ1, thallium flux FluxOR fluorescence; hits give high values; P51787; B-score at 10 µM; 0.35% of 310,000 active;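 active = fluorescence ratio B-score, a plate-corrected score, at least three library SD, with initial intensity B-score within 5 SD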
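Assay system: stable KCNQ1 CHO-K1 line; medium: assay buffer, equal DMSO in all wells; timing: 90 min dye loading and 20 min compound exposure, both at room temperature; technique: kinetic FluxOR thallium fluorescence, 10-s 1-Hz baseline, 110-s post-stimulus read; read-out basis: B score of baseline-normalized fluorescence ratio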
HDAC3 inh – blocks human histone deacetylase 3; recombinant HDAC3, fluorogenic peptide/trypsin coupled, fluorescence; inhibition, % at 8.3 µM; 0.15% of 320,000 active; in the data active = inhibition above about 26%, passing the limit was not always enough
RGS4 pot – potentiators or activators of RGS4; B-score at 10 µM; 0.92% of 310,000 active; HEK293 M3R/inducible RGS4, carbachol calcium flux Fluo4; hits give low values; AID 463111;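 active = B-score of the integrated calcium signal more than 4 SD below the library mean, with starting fluorescence not abnormally high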;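 also: negative B-score means reduced calcium response which marks RGS4 activation or potentiation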
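Assay system: HEK293 FlpIn-TREx cells, stable M3R, doxycycline-inducible RGS4 / Probe or stimulus: carbachol, ECmax concentration / Times: overnight RGS4 induction, 30 min dye load 37 °C, 20 min compound RT / Signal: kinetic calcium fluorescence imaging with Fluo4-AM dye, 2 µM / Measure: Agonist-evoked peak-minus-minimum fluorescence over baseline, integrated ratio, B score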
KCNK3 inh – human KCNK3 channel inhibition, primary screen; O14649; CHO-KCNK3 thallium flux, FluxOR fluorescence; hits give low values; B-score at 10 µM; 0.84% of 340,000 active; AID 602410;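 active = B-score under library mean minus 4 SD, starting fluorescence ratio at most library mean plus 5 SD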;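 also: more negative B-score means stronger inhibition of thallium flux through KCNK3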
GSK3beta inhib – blocks human GSK3beta kinase activity; GST-GSK3beta kinase, ADP-Glo luminescence, 60 min; hits give low values; activity score (negative = inhibition), % at 10 µM; 0.038% of 300,000 active; AID 2097;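 active = more than half of replicate wells score below -50%, meaning over 50% inhibition versus plate controls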;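 also: 0% = median DMSO wells and -100% = median GW8510 positive control wells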
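test system = GST-tagged human GSK3beta kinase, cell-free | reagent = 25 µM ATP with peptide substrate | dosing = one dose of 10 µM per compound | schedule = 60 min reaction, RT | detection = luminescent ADP-Glo measurement of ADP formed | control set = DMSO neutral wells and GW8510 at 20 µM as positive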
KCNK9 block – human KCNK9 channel inhibition | Q9NPC2 | HEK293 KCNK9, FluxOR thallium flux fluorescence; hits give low values | B-score at 10 µM | 1.2% of 310,000 active;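 active = ratio B-score over 3 SD below the library mean, with starting fluorescence within 5 SD of its mean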;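 also: negative B-score means less thallium flux so channel inhibition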
Target sequence (Q9NPC2 whole entry, looked up): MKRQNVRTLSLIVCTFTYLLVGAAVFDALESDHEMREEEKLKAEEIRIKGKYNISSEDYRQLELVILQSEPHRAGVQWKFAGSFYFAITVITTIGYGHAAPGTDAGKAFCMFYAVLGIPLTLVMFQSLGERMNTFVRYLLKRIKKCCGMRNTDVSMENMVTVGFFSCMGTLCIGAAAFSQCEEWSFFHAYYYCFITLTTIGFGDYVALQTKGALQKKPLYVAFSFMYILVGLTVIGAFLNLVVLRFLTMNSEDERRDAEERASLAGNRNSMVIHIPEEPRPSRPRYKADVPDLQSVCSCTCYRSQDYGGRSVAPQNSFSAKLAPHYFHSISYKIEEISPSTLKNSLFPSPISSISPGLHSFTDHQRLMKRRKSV
The depositor's hits bear a star; i = inactive; · = no result given.

Results follow in this order: GSK3A inh	PolyA inh	KCNQ1 inh	hERG rescue	DYRK1A inh	KCNQ1 pot	HDAC3 inh	RGS4 pot	KCNK3 inh	GSK3beta inhib	KCNK9 block
Cc1cc(C)[n+](C2C3CC4CC(C3)CC2C4)o1 (centres undefined)
→ 1.4	i	i	-9.4	-3.3	i	-0.5	i	i	-2.8	i
O=c1[nH]c(O)c(C=Nc2ccc(F)c(Cl)c2)c(=O)[nH]1
→ 4.0	i	i	-3.5	2.8	i	-4.1	i	i	1.5	i
Cc1nc(Cl)sc1C(=O)Nc1ccc2ccccc2c1
→ -2.4	i	i	-7.0	-3.4	i	0.4	i	i	1.0	i
Cc1c2cnn(CC(=O)N3CCC4(CC3)OCCO4)c(=O)c2c(C)n1Cc1cccc(Cl)c1
→ 2.1	i	i	-7.3	-4.1	i	1.5	i	i	2.7	i
Clc1cccc(N2CCNCC2)c1Cl
→ -0.2	i	i	-3.1	1.7	i	-8.5	i	i	3.2	i
O=C(c1ccccc1)c1cn(CC(=O)N2CCOCC2)c2ccccc12
→ -1.3	i	i	-3.1	6.0	i	8.5	i	i	·	i
CC(=O)O[C@@]12CO[C@@H]1C[C@H](O)[C@@]1(C)C(=O)[C@H](O)C3=C(C)[C@@H](O)C[C@@](O)([C@@H](OC(=O)c4ccccc4)C12)C3(C)C (some centres undefined)
→ -1.4	i	i	-7.4	-5.5	i	4.2	i	i	1.0	i
C=CCn1c(O)c(C=Nc2ccc(N(CC)CC)cc2)c(=O)[nH]c1=O
→ 1.3	i	i	-6.8	4.3	i	1.6	i	i	2.0	i
CCOC(=O)c1c(-n2c(C)cc(C=C3C(=O)NC(=S)NC3=O)c2C)sc2c1CCCC2
→ -2.4	i	i	-17.1	6.0	i	9.4	i	i	-26.0	i
CC(C)c1ccc(C2N3CCCN23)cc1 (centres undefined)
→ 0.5	i	i	-8.1	-2.9	i	-2.9	i	i	5.2	i
O=C(Nc1nccs1)C(Cl)(Cl)Cl
→ -0.5	i	i	-5.2	2.1	i	-2.0	i	i	0.1	i
CCCCn1c(O)c(C(CC)=NCc2ccc3c(c2)OCO3)c(=O)[nH]c1=O
→ 1.7	i	i	-8.6	-3.7	i	9.0	i	-9.72*	3.5	-6.89*
Cc1cc2ccccn2c1C(C[N+](=O)[O-])c1c(F)cccc1Cl (centres undefined)
→ -3.4	·	i	-3.9	0.8	i	3.4	i	i	-0.8	i
O=C(Nc1ccccc1)Oc1ccccc1
→ 3.6	i	i	-3.0	·	i	1.1	i	i	4.5	i
CN1C(=O)C(=Cc2ccc(Sc3ccccc3)o2)C(=O)N(C)C1=O
→ 0.1	i	i	-9.4	-6.5	i	·	i	i	0.2	i
Cc1cc(C=C2C(=O)N(C)C(=S)N(C)C2=O)c(C)n1C1CCCCC1
→ 1.6	i	i	-7.5	4.4	i	-11.2	i	i	-2.3	i
CCCCCCn1c(=O)c(C(=O)Nc2c(C)n(C)n(-c3ccccc3)c2=O)c(O)c2ccccc21
→ -4.7	i	i	-18.2	-6.9	i	-4.9	i	i	1.5	i
CCCCn1c(=O)c(C(=O)Nc2ccccn2)c(O)c2ccccc21
→ -4.1	i	7*	-4.2	-4.7	i	-6.8	i	-8.72*	2.6	i
COc1ccccc1-n1c(O)c(/C=C2\C=Nc3ccccc32)c(=O)[nH]c1=O
→ -3.5	i	i	-5.2	2.8	i	2.5	i	i	0.9	i
Cc1oc(-c2ccc(F)cc2F)nc1CN1C[C@@H]2C[C@@H](C1)c1cccc(=O)n1C2
→ 0.1	i	i	-14.0	-4.2	i	-2.1	i	i	0.2	i
CN(C)CC1CCCCC1OC(=O)c1ccc(Cl)c(Cl)c1 (centres undefined)
→ -0.4	i	i	-6.3	-1.9	i	0.9	i	i	-2.4	i
NNCc1cccc(O)c1
→ -2.1	i	i	-2.5	9.9	i	0.5	i	i	5.3	i
CCn1ccnc1CN1CCCC(C(=O)c2ccc(OC)cc2OC)C1 (centres undefined)
→ 1.0	i	i	-16.7	10.4	i	1.1	i	i	-0.9	i
CCOC(=O)C1(CCCc2ccccc2)CCN(C2CCC2)CC1
→ -1.7	i	i	-5.3	-1.4	i	-0.1	i	i	7.1	i
Cc1nc2ccccc2c(=O)n1-n1cnnc1
→ -1.1	i	i	3.4	-4.4	i	2.4	i	i	2.6	i
COC(=O)C[C@]1(C(=O)OC)CN(C#N)N(c2ccc(Cl)cc2)C12c1ccccc1-c1ccccc12
→ 1.7	i	i	-5.2	1.9	i	9.9	i	i	1.6	i
COc1ccc(O)c2c(=O)c3c(OC)cc4c(c3oc12)C1C=COC1O4 (centres undefined)
→ -3.9	i	i	-4.9	4.5	i	1.0	i	i	-4.4	i
Cc1cc(Cl)ccc1OC(C)C(=O)O (centres undefined)
→ -2.8	i	i	-3.1	4.7	i	-6.5	i	i	2.9	i
CN[C@@H](C)[C@@H](O)c1ccccc1
→ -0.8	i	i	-5.4	-1.8	i	-2.3	i	i	-0.2	i
O=C1NC(=S)N(C2CC2)C(=O)/C1=C/c1ccc2c(c1)CCN2CCCCl
→ -1.1	i	i	-3.3	2.6	i	6.1	i	i	-14.0	i
C=C(C=O)C[C@@H]1C[C@H](O)C2OC3C[C@]4(C)OC5/C=C\CC6OC7C(CC=CCC6OC5CCCC4OC3CC2O1)OC1CC2OC3CC(=O)OC3C[C@@H](C)C[C@@]2(C)OC1C[C@@H]7C (some centres undefined)
→ -1.5	i	i	-4.3	·	i	-10.7	-9.74*	·	-0.9	i
CCC1C(C#N)=C(N)Oc2c1c(=O)oc1ccccc21 (centres undefined)
→ 9.3	i	i	-4.0	-0.8	i	0.2	i	i	2.3	i
COc1ccc(CCC(=O)NCCc2cnc[nH]2)cc1
→ -0.6	i	i	-0.8	-0.8	i	-3.2	i	i	3.2	i
Clc1ccc2c(N3CCNCC3)ccnc2c1
→ 0.1	i	i	-12.8	20.6	i	-7.5	i	i	4.2	i
CCn1c(=O)cc(OCC(=O)N2CCC3(CC2)OCCO3)c2ccccc21
→ 2.3	i	i	-4.2	-2.0	i	0.6	i	i	1.3	i
CC(Cc1ccccc1)[n+]1cc(/N=C(\[O-])N(C)C)on1 (centres undefined)
→ -1.0	i	i	-10.0	-10.6	i	3.7	i	i	-0.5	i
Cc1ccnc(-n2c(C)cc(/C=C3\C(=O)NC(=S)N(C)C3=O)c2C)c1
→ -2.9	i	i	-11.5	6.7	i	5.3	i	i	-22.3	i
CCCCn1c(=O)c(C(=O)Nc2cnccn2)c(O)c2ccccc21
→ 3.2	i	9*	-40.0	-3.5	i	-5.1	i	i	-4.6	i
COCCCn1c(N)c(C(=O)OC(C)COC)c2nc3ccccc3nc21 (centres undefined)
→ -0.6	i	i	-15.3	5.1	i	-135.2	i	i	-2.8	i
Cc1ccc(S(=O)(=O)N(C)CCCC(=O)N2CCN(c3ccccn3)CC2)cc1
→ -2.1	i	i	-7.4	-2.1	i	-2.3	i	i	3.5	i
O=C(CNC(=O)c1ccc(Br)cc1)Nc1ccc(Br)cc1C(=O)c1ccccc1
→ -2.3	i	i	-3.3	1.7	i	1.3	i	i	0.3	i
CN(C)Cc1ccccc1OC(=O)N(C)C
→ -1.0	i	i	-5.2	5.5	i	-6.8	i	i	0.0	i
FC(F)(F)c1ccc(NC2=NCCCS2)cc1
→ -1.1	i	i	-3.8	3.7	i	-8.4	i	i	-3.5	i
CCOC(=O)CCCCCNC(=O)c1c(O)[nH]c(=O)[nH]c1=O
→ -2.3	i	i	-5.5	3.7	i	-1.7	i	i	1.9	i
Cc1c(C(=O)c2cccc3ccccc23)c2cccc3c2n1[C@H](CN1CCOCC1)CO3
→ -5.4	i	i	-3.0	-6.6	i	-3.1	i	-11*	-1.8	i
N[C@@H](Cc1c[nH]c2ccccc12)c1nnc(SCc2ccccc2)o1
→ -5.3	i	i	-7.7	4.5	i	-6.6	i	i	0.3	i
O=C(N[C@H]1CP(=O)(Oc2ccccc2)O[C@H](COCc2ccccc2)[C@H]1O)C(Cl)(Cl)Cl (some centres undefined)
→ -0.9	i	i	-7.6	-2.3	i	-1.5	i	i	2.4	i
CC(C)CC12CN3CCN(CC(C3)C1O)C2 (centres undefined)
→ 3.1	i	i	-4.0	-4.4	i	8.0	i	i	1.2	i
O=P(Oc1ccccc1)(Oc1ccccc1)C(Nc1ccccc1)c1ccccc1 (centres undefined)
→ -1.3	i	i	-11.1	-4.5	i	10.5	i	i	-0.4	i
c1ccc2c(c1)CC1CNCc3cccc(c31)S2 (centres undefined)
→ -1.3	i	i	-7.9	-3.1	i	-1.9	i	i	-2.6	i
O=c1[nH]c(O)c(/C=C2\C=Nc3ccc(OCc4ccccc4)cc32)c(=O)[nH]1
→ 0.0	i	i	-8.4	5.7	i	4.9	i	i	2.7	i
O=C(c1ccccc1[N+](=O)[O-])N1CCC2(CC1)OCCO2
→ -1.0	i	i	-4.2	18.4	i	-0.7	i	i	-1.5	i
Cc1cc(/C=C2/C(=O)NC(=O)N(Cc3ccco3)C2=O)c(C)n1-c1ccc(C(=O)O)cc1
→ 2.4	i	i	-5.4	2.6	i	3.5	i	i	-0.9	i
CNC(=S)N(C)CCc1cc2c(c(OC)c1/C=C1/C(=O)NC(=O)N(C)C1=O)OCO2
→ -1.9	i	i	-5.0	-5.4	i	3.3	i	i	-1.5	i
CC(O)(CS(=O)(=O)c1ccc(F)cc1)C(=O)Nc1ccc(C#N)c(C(F)(F)F)c1 (centres undefined)
→ -1.4	i	i	-6.2	·	i	10.7	i	·	-5.0	i
Cc1ccn2nc(S(=O)(=O)Nc3c(F)cccc3F)nc2n1
→ -3.2	i	i	-9.2	-7.6	i	-7.2	i	i	-2.6	i
CN(C)CCc1nc2ccccc2c(=O)n1-c1ccccc1
→ 0.5	i	i	-5.3	·	i	-3.8	i	·	-4.0	i
CCOC(=O)c1c(C)n(Cc2ccco2)c2ccc(OC)cc12
→ 3.8	i	i	-11.0	2.1	i	6.5	i	i	1.3	i
COc1ccc(C(C)=O)cc1CC(C(=O)c1ccccc1)N(C)C (centres undefined)
→ -1.4	i	i	-10.3	-1.4	i	-0.5	i	i	4.1	i
CN1CCN(c2nc3ccccc3c(=O)n2-c2ccccc2)CC1
→ -1.2	i	i	-9.0	1.2	i	-3.7	i	i	2.1	i
COP(=O)(OC)C1(Nc2ccc(C)cc2)CCCCC1
→ -4.4	i	i	-15.6	0.0	i	2.0	i	i	-4.5	i
CN1C(=O)NC(=O)/C(=C\C=C\c2ccccc2[N+](=O)[O-])C1=O
→ 0.0	·	i	-13.5	·	i	2.0	i	·	1.8	i

Compound activity as filed in PubChem BioAssay.

A portion of the library. The share of hits here may be higher or lower than overall.
